# Mtb FBA inh = Mtb fructose-bisphosphate aldolase inhibition. AID 588726. 360,000 compounds, 2.3% hits. inhibition, % at 1 µM. P9WQA3. purified M. tuberculosis FBA, fluorescence read-out; in the data active = inhibition above about 27%;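 also: 0% = vehicle and 100% = reference inhibitor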
# Target sequence (P9WQA3 whole entry, looked up): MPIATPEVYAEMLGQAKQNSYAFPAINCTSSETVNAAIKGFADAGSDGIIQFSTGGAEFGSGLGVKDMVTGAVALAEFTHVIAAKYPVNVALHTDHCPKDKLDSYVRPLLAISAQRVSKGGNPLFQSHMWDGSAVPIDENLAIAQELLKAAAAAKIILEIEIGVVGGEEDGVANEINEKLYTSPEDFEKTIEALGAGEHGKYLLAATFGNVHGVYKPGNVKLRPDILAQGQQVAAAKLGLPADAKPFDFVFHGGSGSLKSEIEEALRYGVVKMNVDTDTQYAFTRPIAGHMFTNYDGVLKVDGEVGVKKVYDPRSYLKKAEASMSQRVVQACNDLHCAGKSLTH
# GDH-TPI counter = inhibits GDH-TPI coupling enzymes, artifact for Mtb FBA screen. GDH-TPI coupled enzyme counterscreen, NADH absorbance. inhibition, % at 4.8 µM. 360,000 compounds, 1.2% hits; in the data active = inhibition above about 30%;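 also: 0% = DMSO wells and 100% = wells lacking the enzyme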
# Y pestis TopoI = Y. pestis Topo-I inhibition via cleavage products | Y. pestis Topo-I cleavage product accumulation, plate reader | activity, % at 10 µM | 360,000 compounds, 0.064% hits; in the data active = activity above about 50%, passing the limit was not always enough; also: inactives centre near 2
# Mtb BioA inh = BioA (M. tuberculosis) enzyme inhibition. purified M. tuberculosis BioA enzyme, plate reader. inhibition, % at 9.99 µM. 360,000 compounds, 0.096% hits; in the data active = inhibition above about 40%
# UGM FP inh = blocks M. tuberculosis UGM enzyme | purified UGM, fluorescence polarization probe displacement | P9WIQ1 | inhibition, % at 10 µM | 320,000 compounds, 0.06% hits; in the data active = inhibition above about 10%, passing the limit was not always enough
# Target sequence (P9WIQ1 whole entry, looked up): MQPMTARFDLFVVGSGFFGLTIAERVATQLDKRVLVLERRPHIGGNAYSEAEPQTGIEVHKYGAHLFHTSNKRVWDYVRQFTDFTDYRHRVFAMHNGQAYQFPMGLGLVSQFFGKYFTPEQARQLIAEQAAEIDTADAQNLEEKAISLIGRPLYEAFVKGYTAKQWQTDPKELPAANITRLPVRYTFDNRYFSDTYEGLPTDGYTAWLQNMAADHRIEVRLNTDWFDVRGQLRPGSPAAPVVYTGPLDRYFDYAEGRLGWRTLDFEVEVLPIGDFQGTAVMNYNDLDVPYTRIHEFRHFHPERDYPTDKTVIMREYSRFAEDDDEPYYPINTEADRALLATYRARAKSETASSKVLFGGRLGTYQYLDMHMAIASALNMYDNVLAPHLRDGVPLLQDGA
# PfHsp40 yeast = restores yeast growth despite PfHsp40 toxicity. S. cerevisiae expressing PfHsp40, growth rescue, ATP luminescence. growth rescue, % at 12.5 µM. AID 504582. 340,000 compounds, 0.68% hits; in the data active = growth rescue above about 28%, passing the limit was not always enough;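 also: yeast W303a lacking pdr1 and pdr3 grown in galactose medium; growth measured after three days at 30 °C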
# Vc quorum ag = induces V. cholerae light production without autoinducers | V. cholerae BH1578 lux reporter, luminescence, 6 h | activation, % at 18.7 µM | 350,000 compounds, 0.16% hits | AID 588436; in the data active = activation mostly above about 9.7%, no sharp cut-off; also: not every result past the cut was called active; inactives centre near 0; reference of the scale not given here
# FadD28 binding = M. tuberculosis FadD28 bisubstrate binding inhibition; FadD28 bisubstrate probe binding, fluorescence polarization; inhibition, % at 12.5 µM; 360,000 compounds, 0.22% hits; AID 588549; in the data active = inhibition above about 8.5%, passing the limit was not always enough
# TcdB GH inh = inhibitors of Clostridioides difficile toxin B glycohydrolase. AID 652162. TcdB glycohydrolase enzymatic assay, plate reader. inhibition, % at 9.99 µM. 350,000 compounds, 0.24% hits; in the data active = inhibition above about 10%
# Active calls of the source: *; i = inactive; · = not tested or not shown; & = joins results of further samples.
SMILES,Mtb FBA inh,GDH-TPI counter,Y pestis TopoI,Mtb BioA inh,UGM FP inh,PfHsp40 yeast,Vc quorum ag,FadD28 binding,TcdB GH inh
O=S(=O)(Cc1ccccc1)Nc1ccccc1,-1,5,5,0.0,-1.1,0.0,0.3,-3.9,1.6
COc1cc(/C=C2\SC(=S)N(Nc3ncc(C(F)(F)F)cc3Cl)C2=O)ccc1O,-16,11,-11,-2.2,-5.5,1.7,3.5,-4.8,·
COc1cccc(/C=N/NC(=O)c2cc3cc([N+](=O)[O-])ccc3s2)c1O,0,17,-7,-0.8,-3.6,2.5,-0.3,1.8,-1.2
O=C(NCc1ccccc1)NCC12CC3CC(CC(C3)C1)C2,-1,-3,-3,-1.7,-1.4,0.1,-2.3,-0.2,1.1
COc1ccc(NC(=S)N2CCN(c3ncccn3)CC2)cc1,0,-6,3,·,1.2,0.9,-0.3,-0.8,0.9
CC(=O)Nc1ccc2c(c1)C(=O)N(C1CCCCC1)C2=O,2,4,-3,-2.6,-0.7,1.1,-0.4,-2.6,·
CCN(CC(=O)NCc1cccs1)C(=O)c1ccc(S(=O)(=O)Nc2cccc(C)c2C)cc1,2,-7,19,0.3,0.2,1.1,i,-5.4,1.3
CCc1nn(-c2ccccc2)c(=S)c2ccccc12,-4,12,-1,·,-1.5,0.1,i,-3.2,·
CC(=O)N1CCc2cc(S(=O)(=O)CCC(=O)N(C)Cc3ccco3)ccc21,3,9,1,11,0.4,-0.5,-0.4,-0.3,2.2
CCN1C(=O)[C@@H]2[C@H](C1=O)[C@@H]1C(=O)Nc3ccccc3C(=O)N1[C@@H]2c1cccc(OC)c1,2,11,-4,-1.1,-0.1,-1.1,-0.5,-0.6,-6.2
Cc1cc(C)n(-c2nc3c(c(=O)n(C)c(=O)n3C)n2CCO)n1,-2,-3,1,·,0.0,-1.0,-0.8,-4.7,1.1
CCSc1nnc(-c2cc(Br)ccc2NC(C)=O)c(=O)[nH]1,1,8,-5,-0.9,-1.7,-1.2,i,-2.9,1.8
Cc1cc(C)n2nc(C(=O)OCC(=O)N(C)Cc3ccccc3)nc2n1,-1,13,2,-0.1,-2.9,-2.4,-0.3,-1.8,-0.3
COc1ccc(C)cc1NC(=O)NNC(=O)C(C)Oc1ccc([N+](=O)[O-])cc1 (stereo unspecified),2,8,-3,-0.2,-1.9,-0.2,i,-0.9,1.2
COc1ccc(OC)c2c(C)cc(N3CCCCCC3)nc12,6,26,-13,-1.5,4.0,1.6,0.4,1.2,2.4
CCc1nnc(NC(=O)CSc2nnc(Cc3ccccc3)n2-c2ccc(OC)cc2)s1,0,-6,16,0.1,0.6,-0.7,0.4,-2.6,·
c1ccc2c(c1)CN(Cc1ccc3c(c1)OCO3)Cc1cnnn1-2,1,-1,0,-5.1,·,·,i,-1.1,0.9
CN1CCC(=O)N([C@H](CN=[N+]=[N-])c2ccccc2)CC1,4,0,1,-0.2,1.7,0.7,i,-0.6,0.9
Cc1ccc2c(c1)Oc1ccccc1N=C2,1,16,12,-0.6,·,·,i,-0.2,1.8
CCOC(=O)C1C(=O)OC(C)(C)C1C(C)C(=O)c1ccc(OC)cc1 (stereo unspecified),4,-1,-1,0.5,-3.9,-0.6,i,-1.9,·

# Reprinted from the part before: 6 compounds; new compounds follow.
SMILES,Mtb FBA inh,GDH-TPI counter,Y pestis TopoI,Mtb BioA inh,UGM FP inh,PfHsp40 yeast,Vc quorum ag,FadD28 binding,TcdB GH inh
COc1ccc(OC)c2c(C)cc(N3CCCCCC3)nc12,6,26,-13,-1.5,4.0,1.6,0.4,1.2,2.4
CCc1nnc(NC(=O)CSc2nnc(Cc3ccccc3)n2-c2ccc(OC)cc2)s1,0,-6,16,0.1,0.6,-0.7,0.4,-2.6,·
c1ccc2c(c1)CN(Cc1ccc3c(c1)OCO3)Cc1cnnn1-2,1,-1,0,-5.1,·,·,i,-1.1,0.9
CN1CCC(=O)N([C@H](CN=[N+]=[N-])c2ccccc2)CC1,4,0,1,-0.2,1.7,0.7,i,-0.6,0.9
Cc1ccc2c(c1)Oc1ccccc1N=C2,1,16,12,-0.6,·,·,i,-0.2,1.8
CCOC(=O)C1C(=O)OC(C)(C)C1C(C)C(=O)c1ccc(OC)cc1 (stereo unspecified),4,-1,-1,0.5,-3.9,-0.6,i,-1.9,·
COc1ccc(OCC(=O)N(C)CC2COc3ccccc3O2)cc1 (stereo unspecified),2,-8,13,3.6,-0.2,-0.2,i,-3.5,-0.7
O=C(CCCn1c(=O)c2sccc2n(CC(=O)NCC2CCCO2)c1=O)NCc1ccco1 (stereo unspecified),5,8,-1,·,-0.3,-1.2,i,-2.3,1.5
C=CCN(CC=C)Cc1cc(=O)oc2cc(OC)c(Cl)cc12,3,·,·,-0.3,·,·,·,-8.4,0.3
C[C@@H]1CN([C@@H](C)CO)C(=O)CCCn2cc(nn2)CO[C@H]1CN(C)C(=O)c1ccc2ccn(C)c2c1,1,0,0,-0.1&-0.9&-0.8,·,·,i,-2.2,-5.9&-0.1
COc1cccc(NC(=O)CN2CCN(S(=O)(=O)c3ccc(F)cc3)CC2)c1,1,2,13,1.0,-2.2,-0.6,-7.1,0.3,1.6
COc1ccc(CCNC(=O)c2ccc(OCC(=O)N3CCOCC3)c(OC)c2)cc1OC,0,8,5,-0.2,5.7,-0.6,0.3,0.9,0.3
O=C1c2ccccc2C(=O)c2cc(N3CCCCC3)ccc21,-3,-7,1,-2.8,·,0.6,i,-3.0,-1.3
CCCNC(=O)c1cc(C2CCCN(C(=O)c3cc(C(C)(C)C)nn3C)C2)on1 (stereo unspecified),3,-5,12,2.6,·,·,0.7,1.3,0.9
COC(=O)Nc1ccc(S(=O)(=O)n2cnc3ccccc32)cc1,-2,7,-12,-1.8,1.1,-1.1,i,-1.2,·
Cc1ccc(C2(C)NC(=O)N(Cc3c(C)noc3C)C2=O)cc1 (stereo unspecified),-2,6,0,-1.3,-0.5,0.6,·,-0.8,·
O=C(Cc1c(C(=O)O)[nH]c2ccc(Cl)cc12)Nc1ccc2c(c1)OCCO2,-1,-1,1,0.9,7.6,0.7,-0.3,-2.0,·
COCCn1c(=NC(=O)C(C)(C)C)sc2cc([N+](=O)[O-])ccc21,-1,3,-4,·,-1.0,-2.1,-0.7,-0.8,0.4
CC(Sc1nnc(C2CC2)n1C1CC1)C(=O)N(C)C1(C#N)CCCCC1 (stereo unspecified),2,-3,-3,1.0,0.4,-1.4,-1.2,·,-0.4
COc1cccc(C(C(=O)NC2CCCCC2)N(C(=O)c2cccs2)c2ccc3c(c2)OCO3)c1 (stereo unspecified),-1,2,39,·,-1.8,0.7,2.2,0.0,0.7
COc1ccccc1N1CCN(/N=C/c2c(C)nn(-c3ccccc3)c2C)CC1,-2,13,0,2.5,1.1,-1.0,-0.4,-2.9,·
O=C(Cc1cccc2ccccc12)NCCC1=CCCCC1,2,8,26,·,0.3,7.1,-0.2,-3.1,·
CSc1nc2c(cc1C#N)C(=O)CC(C)(C)C2,-1,6,1,·,1.5,-1.3,i,-4.2,0.7
O=C(CCSc1ccccc1Cl)NNC(=O)c1ccncc1,-1,1,-5,·,-2.1,0.0,-1.4,-3.2,0.4
CC1S/C(=N/N=C/c2ccco2)NC1=O (stereo unspecified),-2,39*,-8,-2.5,1.0,-1.3,-0.4,-1.6,·
Cc1ccc(CNC(=O)c2cc(-c3ccccc3C)n(CC3CC(c4cccc([N+](=O)[O-])c4)=NO3)n2)cc1 (stereo unspecified),-2,-5,40,-2.2,1.7,0.0,i,-0.6,0.3
Cc1ccc(C(=O)NNC(=O)CCC(=O)Nc2cc(C)on2)cc1,-4,19,-3,1.2,0.2,-0.2,8.5,-0.9,·
Cc1cccc(NC(=O)CN2CCN(C(=O)c3ccc(-c4nc5ccccc5s4)o3)CC2)c1C,5,14,13,-1.0,·,2.5,-1.2,1.9,-0.3
CCc1cccc(C)c1N(C(=O)Cn1c(=O)[nH]c2ccccc21)C(C)COC (stereo unspecified),1,8,32,-0.5,-1.3,2.3,i,-2.8,·
CCOC(=O)C1CCN(CC(=O)Nc2c(C(=O)OC)[nH]c3cccc(C)c23)CC1,6,3,8,5.0,-0.3,-1.4,0.5,-4.7,·
COCc1ccc(-c2c(-c3ccc(OC)cc3)oc(=O)c3cc(OC)c(OC)cc23)cc1,-1,17,48,-3.1,-0.7,0.2,i,-1.9,0.0
CCN(C(=O)COC(=O)c1cc(-c2ccccc2)nn1-c1ccccc1)C1CCS(=O)(=O)C1 (stereo unspecified),0,2,-14,2.7,0.3,-0.5,-0.3,-1.5,1.5
CCC1Nc2ncnc(N3CCOCC3)c2N(Cc2ccc(OC)cc2)C1=O (stereo unspecified),-1,8,2,0.0,3.7,-1.0,2.8,-0.8,-2.1
CCOC(=O)N1CCC(N2Cc3cccc(C(=O)N4CCN(c5cccc(C)c5C)CC4)c3C2=O)CC1,0,0,12,·,2.4,-0.8,-0.4,-1.7,-0.6
CC(C)n1cc(CN2CCCC(C(=O)Nc3ccccc3Oc3cccnc3)C2)cn1 (stereo unspecified),1,-3,1,0.5,0.2,-0.7,-0.3,0.1,1.7
CCCCOC(=O)Nc1ccc(S(=O)(=O)Nc2ccc([N+](=O)[O-])cc2)cc1,2,20,-9,-3.6,-0.1,0.1,-0.2,1.6,·
COc1cc(OC)c(C2=NOC(C(=O)Nc3cc(C)nn3-c3ccccc3)C2)cc1Cl (stereo unspecified),0,2,-5,-0.4,0.8,0.2,i,-3.4,·
CSc1nnc(-c2ccccc2)n1N,0,17,6,1.1,·,-0.5,i,0.1,·
COc1cccc2cc(C(=O)NNC(=O)c3ccc(Br)cc3)c(=O)oc12,-1,7,-2,·,1.0,-0.4,-0.5,-0.1,1.5
COc1ccc(C2=NNC(c3cccs3)=Nc3ccc(OC)cc32)cc1,-1,14,-5,0.2,0.2,0.2,i,-3.6,·
C[C@H](O)[C@@H]1CN2CCc3c([nH]c4ccccc34)[C@@H]2C[C@@H]1N(C)C(=O)Nc1ccc(Br)cc1,4,·,·,-2.0,·,·,·,-4.3,0.7
COc1ccc2[nH]c3c(c2c1)CCN1C(=O)C(CC(=O)NCc2ccco2)C[C@H](C(=O)N2CCCCC2)[C@@]31CCc1ccccc1 (stereo partly specified),1,8,15,-0.2,·,3.6,-2.0,-0.4,1.5
CCOC(=O)c1sc2ccc(S(=O)(=O)N3CCOCC3)cc2c1N,2,9,8,2.0,-1.1,1.5,i,0.3,·
Cc1ccc(C2(C)NC(=O)N(CCOc3ccccc3)C2=O)cc1 (stereo unspecified),-1,-8,1,0.4,-0.2,0.6,·,-2.9,1.6
Cc1ccc(-c2csc3nc4cc(C(=O)NC5CCC(O)CC5)ccc4c(=O)n23)cc1 (stereo unspecified),30*,6,9,3.9,-3.6,-0.6,-1.2,-2.2,0.6
C[C@H]1CN([C@@H](C)CO)C(=O)CCCn2cc(nn2)CO[C@@H]1CN(C)C(=O)Nc1ccc(F)cc1,1,-15,-1,3.0&-1.4,·,·,-0.3,-1.2,0.5&0.6&0.1
CC(C)C[C@]1(c2ccccc2)ON(c2ccccc2C(F)(F)F)C1=O,1,-6,5,-1.3,-0.1,-1.4,i,-1.6,1.3
COc1ccc(CN2CN=C(Nc3nc4ccccc4s3)NC2)cc1,-3,-1,3,-1.8,-6.4,1.0,-0.2,-0.2,·
C(=C\c1nc(N2CCCCCC2)c2ccccc2n1)/c1ccccc1,4,19,35,1.1,-1.5,-0.1,-0.2,-5.1,·
CCCS(=O)(=O)N1CCC(C(=O)NCCCN(C)Cc2ccccc2)CC1,1,-7,-2,·,2.8,-0.6,i,-4.5,·
CC(C)(CO)N=C1NS(=O)(=O)c2cc([N+](=O)[O-])ccc21,0,6,-4,·,1.3,-0.7,-0.4,-2.2,-0.2
COc1cc(C2N(c3ccccc3)CCN2c2ccccc2)cc(OC)c1OC,-2,-1,-4,1.8,-1.2,-1.2,-0.4,-5.4,·
CCCc1nnc(NC(=O)CS(=O)(=O)c2ccccc2)s1,-1,3,6,-0.6,-0.1,1.3,i,-0.6,-0.3

# Source: PubChem (several laboratories)
